DNMT1 block: blocks human DNA methyltransferase DNMT1; DNMT1 molecular beacon, Hinp1I cleavage, fluorescence; P26358; 0.83% of 360,000 active; inhibition (reported as % activation of signal), % at 10 µM; in the data active = inhibition above about 50%
Target sequence (P26358 504-1616 limits assumed): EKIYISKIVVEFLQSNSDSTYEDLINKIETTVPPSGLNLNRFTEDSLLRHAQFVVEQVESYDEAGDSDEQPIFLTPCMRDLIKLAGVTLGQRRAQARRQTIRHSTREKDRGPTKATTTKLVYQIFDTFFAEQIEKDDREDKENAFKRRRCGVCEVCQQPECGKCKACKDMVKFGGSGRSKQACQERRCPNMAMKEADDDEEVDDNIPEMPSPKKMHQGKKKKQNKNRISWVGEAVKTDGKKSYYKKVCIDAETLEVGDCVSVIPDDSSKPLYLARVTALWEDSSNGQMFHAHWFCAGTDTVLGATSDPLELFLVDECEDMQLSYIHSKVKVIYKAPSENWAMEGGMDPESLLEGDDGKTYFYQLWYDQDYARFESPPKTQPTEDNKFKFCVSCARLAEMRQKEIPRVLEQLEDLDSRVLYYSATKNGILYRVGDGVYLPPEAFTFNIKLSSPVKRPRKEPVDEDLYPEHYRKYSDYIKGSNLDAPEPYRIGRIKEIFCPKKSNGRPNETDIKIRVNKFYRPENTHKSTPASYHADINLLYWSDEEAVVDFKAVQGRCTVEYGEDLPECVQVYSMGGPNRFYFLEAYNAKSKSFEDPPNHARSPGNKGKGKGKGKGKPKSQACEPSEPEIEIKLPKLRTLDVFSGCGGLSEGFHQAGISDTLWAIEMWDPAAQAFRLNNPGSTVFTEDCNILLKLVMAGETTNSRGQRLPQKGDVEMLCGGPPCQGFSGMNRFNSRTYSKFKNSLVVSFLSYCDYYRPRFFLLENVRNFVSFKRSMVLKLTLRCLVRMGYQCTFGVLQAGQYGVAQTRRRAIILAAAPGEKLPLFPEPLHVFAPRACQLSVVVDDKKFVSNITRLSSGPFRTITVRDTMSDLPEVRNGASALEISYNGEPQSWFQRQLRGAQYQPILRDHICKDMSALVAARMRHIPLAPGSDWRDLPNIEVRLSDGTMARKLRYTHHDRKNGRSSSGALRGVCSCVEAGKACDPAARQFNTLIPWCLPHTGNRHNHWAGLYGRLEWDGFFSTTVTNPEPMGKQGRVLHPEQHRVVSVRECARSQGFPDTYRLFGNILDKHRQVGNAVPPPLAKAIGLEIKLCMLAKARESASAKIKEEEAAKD
Rin1-Abl PPI inh: inhibitors of human Rin1-Abl protein interaction; P00519+Q13671; TR-FRET Rin1/Abl binding, biochemical; inhibition, % at 7.35 µM; 0.4% of 360,000 active; AID 588664; in the data active = inhibition above about 5%, passing the limit was not always enough
NadD block: blocks S. aureus nicotinate mononucleotide adenylyltransferase. inhibition, % at 20 µM. AID 602399. 0.78% of 360,000 active. purified NadD enzyme, colorimetric absorbance read-out; in the data active = inhibition above about 26%; note: some compounds past the cut are filed as inactive
SUMO1 PPI mod: SUMO1-SIM interaction modulation | inhibition, % at 20 µM | P63165 | 0.33% of 360,000 active | SUMO1 binding to a labelled peptide, TR-FRET, 1 h; in the data active = inhibition above about 37%
Neddyl block: cullin neddylation inhibition | 0.58% of 360,000 active | calls only at 25 µM | TR-FRET cullin neddylation, biochemical; in the data active = inhibition above about 36%
STEP inh: blocks human striatal-enriched tyrosine phosphatase; inhibition, % at 20 µM; P54829; 0.25% of 360,000 active; recombinant STEP, OMFP fluorogenic substrate, fluorescence;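 active = inhibition at 20 µM, scaled per plate between control wells, above about 37%, limit read from the data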;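 note: 0% = DMSO with enzyme and substrate and 100% = substrate only without enzyme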
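Material: STEP (striatal-enriched tyrosine phosphatase) enzyme, cell-free; Compound dosing: 20 µM single dose in 1% DMSO; Technique: fluorescence read at 480 nm ex / 540 nm em; Times: reaction 20 min, ambient temperature; Medium: 50 mM Bis-Tris pH 6.0 with 2.5 mM DTT and 0.005% Tween 20; Also added: OMFP at 25 µM.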
Scp1 inh: Scp-1 (human) phosphatase inhibition; Recombinant Scp1, phosphopeptide, malachite green phosphate absorbance; inhibition, % at 20 µM; 0.88% of 340,000 active;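 active = inhibition above about 50% at 20 µM, limit read from the data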;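 note: plate controls were DMSO wells with enzyme for no effect and wells lacking enzyme for full effect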
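Test system: SCP-1 catalytic domain; Buffer or medium: Acidic Tris acetate buffer with magnesium and detergent; Also added: Phosphorylated 17-residue peptide substrate; Compound: single 20 µM dose, 1% DMSO; Schedule: enzyme reaction 45 min at room temperature, colour 5 min, stabilisation 30 min; Signal: Phosphate-binding colour reagent, absorbance read at 630 nm.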
CSN deneddyl inh: CSN deneddylation inhibition. AID 651999. Q92905. 0.38% of 360,000 active. inhibition, % at 12.5 µM. Purified CSN, SCF-Nedd8-OG deneddylation, fluorescence polarization;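 active = pattern-corrected inhibition above about 35%, with an unprinted fluorescence ratio check between 0.5 and 1.5, limit read from the data, passing the limit was not always enough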;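 note: 0% = enzyme with substrate and 100% = substrate without enzyme; some results filed as inactive read as strong as hits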
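Test system: purified human Csn5 enzyme expressed in HEK293T cells. Amount: 0.24 nM enzyme. Reagent: SCFSkp2-Nedd8OG substrate at 10 nM final. Schedule: 90 min incubation of compound, enzyme and substrate at room temperature. Detection: fluorescence polarization. Read-out: % inhibition of substrate cleavage by Csn5.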
LMPTP block: LMPTP (human) inhibition; recombinant LMPTP-A, OMFP fluorogenic substrate, fluorescence intensity; inhibition, % at 20 µM; 0.22% of 360,000 active;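 active = compounds that cut the enzyme signal by at least half of the control window in the single-dose screen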;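 note: plate controls were DMSO wells with enzyme plus substrate for no effect and substrate without enzyme for full effect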
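Test system – LMPTP-A phosphatase enzyme · Quantity – 0.625 nM LMPTP-A final · Reagent – OMFP substrate, 400 µM final · Dosing – one test concentration per compound, 20 µM, with 3% DMSO overall · Timing – 50 min enzyme reaction at room temperature, protected from light · Detection – fluorescence intensity · Controls – substrate-only low control, DMSO enzyme-plus-substrate high control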
Rpn11 block: inhibitors of human proteasome Rpn11; O00487; human 26S proteasome, Ub4-pepOG fluorescence polarization; 20S core pre-blocked with epoxomicin; calls only at 20 µM; 0.59% of 360,000 active;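 active = inhibition at 20 µM, scaled to each plate's controls, above about 33%, limit read from the data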
* marks the source's active call; other numbers are inactive results; i = inactive; . = no result given. Not a hit list. About 3.8% of those tested had a hit in this group.

SMILES	DNMT1 block	Rin1-Abl PPI inh	NadD block	SUMO1 PPI mod	Neddyl block	STEP inh	Scp1 inh	CSN deneddyl inh	LMPTP block	Rpn11 block
O=C(NNC(=O)C1CC(c2cccs2)=NO1)Nc1ccccc1 (configuration not stated)	1	-1	-6	-1	i	-2	-5	-1	-0.7	i
COc1ccc(CSc2ccc(S(=O)(=O)N3CCCC3)cn2)cc1F	-3	4	-3	3	i	-2	.	-1	1.4	i
COc1ccc(NC(=O)/C=C/c2ccco2)cn1	20	-1	-2	-11	i	1	11	-8	2.0	i
O=C(CNCc1ccc(Cl)cc1)Nc1ccc(C(=O)N2CCCCCC2)cc1	-1	-1	-8	0	i	1	-7	3	-0.3	i
Cc1cc(CNC(=O)Cc2ccc(F)cc2)c2ccccc2n1	-1	-3	-7	-4	i	-1	-4	4	2.6	i
O=C(O)c1ccc2c(c1)C(=O)N(c1cccc3ccccc13)C2=O	-2	-1	-7	-29	i	-4	-5	6	-2.5	i
Cc1ccc(/C=C/C(=O)Nc2cc(S(N)(=O)=O)ccc2O)cc1	-3	2	-2	-2	i	-1	-8	-7	0.1	i
COc1ccc(-c2cc(=O)n(CCC#N)[nH]2)cc1	-20	5	-4	-1	i	0	-3	-1	3.4	i
CC(/C=N/N1CCN(c2ccc(C)cc2)CC1)=C\c1ccccc1	-2	0	-2	2	i	-2	-6	0	-1.8	i
O=C(NCc1ccc(Cl)cc1Cl)C1CCN(S(=O)(=O)c2ccc3c(c2)OCCCO3)CC1	-6	1	-10	3	i	1	-8	6	2.7	i
COC(=O)c1cc(Br)c(=O)n(-c2ccc(OC)cc2)c1	4	-9	4	-3	i	-1	1	5	-0.3	i
O=C(CSc1ccsc1[N+](=O)[O-])NCCc1ccccc1	-3	-2	-5	-15	i	5	9	3	-0.8	i
CCCNC(=O)C(=O)c1cccn1-c1ccsc1C(=O)OC	-2	1	-5	-7	i	3	0	2	0.0	i
O=C(CN1CCC(NC(=O)C2CCCCC2)CC1)Nc1cccc(F)c1	1	-1	-7	27	i	1	1	1	-1.8	i
CC(C)(C)CN1CCC(Oc2cccc(C(=O)N3CCC[C@H]3CO)c2)CC1	0	0	-6	1	i	1	-3	1	-0.7	i
CC(C)(C)c1ccc(C(=O)N2CCC2(C)C(=O)NS(=O)(=O)c2ccc(C#N)cc2)cc1 (configuration not stated)	7	-5	-4	6	i	0	.	-2	-2.3	i
CS(=O)(=O)N(Cc1ccccc1)c1ccc(C(=O)Nc2ccc(C(N)=O)cc2)cc1	3	3	3	2	i	-3	-1	1	-0.2	i
O=C(COc1ccc(Cl)cc1Cl)N/N=C/c1ccc[nH]1	4	1	-2	-7	i	-1	-5	-2	1.6	i
COc1ccc(CN(C)C(=O)C(Cc2ccccc2)NC(=O)c2ccccc2)c(OC)c1 (configuration not stated)	2	1	-3	-1	i	3	6	3	3.2	i
COc1ccc(CCN2CN(S(=O)(=O)c3ccccc3)c3nc4ccccc4nc32)cc1	-5	-2	-4	-8	i	0	-1	2	0.0	i
CCn1c(SCCN2CCCCC2)nnc1-c1ccc(S(=O)(=O)N2CCOCC2)cc1	1	1	-6	0	i	2	-6	4	-0.9	i
Cc1nn(-c2cc(Cl)ccc2N)c(=O)c2ccccc12	0	3	-1	3	i	0	60*	2	0.1	i
Cc1ccc(S(=O)(=O)N2[C@@H](c3cccc4ccccc34)C(C(=O)O)=C[C@H]2C(C)(C)C)cc1	2	-1	10	2	i	1	-4	3	0.8	i
CCOC(=O)CN1C(=O)SC(CC(=O)Nc2nccs2)C1=O (configuration not stated)	-2	0	7	-4	i	0	-4	-7	-2.7	i
Cn1c(=O)c([N+](=O)[O-])c(-n2ccnc2)c2ccccc21	4	0	0	5	i	7	0	2	-1.1	i
O=C1C=C(c2ccccc2Oc2ccccc2)C[C@@H](c2ccc3c(c2)OCO3)C1	4	1	-1	4	i	2	-8	0	5.6	i
COCCn1c(=NC(=O)c2ccccc2[N+](=O)[O-])sc2cc(S(C)(=O)=O)ccc21	2	-3	-7	0	i	1	-2	-10	0.1	i
CCn1c(SCC(=O)NCc2ccc3c(c2)OCO3)nc2c(c1=O)SCC2	1	5	4	0	i	0	5	-3	0.3	i
CC(C)CC(NC(=O)C1CCC(=O)N1)C(=O)NC(CC(C)C)C(=O)N1CCCC1C(N)=O (configuration not stated)	0	-2	-7	-3	i	2	-8	4	-3.5	i
CC(=O)N/N=C(\C)C1COc2ccccc2O1 (configuration not stated)	7	3	-5	-3	i	-3	0	3	-0.9	i
CSc1ccccc1NC(=O)CN(Cc1ccc(Cl)cc1)S(C)(=O)=O	-3	-1	-7	0	i	-3	0	-6	1.0	i
Cn1c(-c2ccncc2)nc2ccccc21	-1	2	6	0	i	-2	1	-5	0.7	i
CN(CC(=O)Nc1ccccc1Br)C(=O)CNC(=O)c1ccc(Oc2ccccc2)cc1	1	7.6*	-11	2	i	0	-2	2	0.4	i
O=S1(=O)N=C(N(Cc2cccs2)c2ccc(O)cc2)c2ccccc21	-2	-2	-11	1	i	-1	-7	1	0.5	i
CC(C)[C@H](NC(=O)N1CCC(Cc2ccccc2)CC1)C(=O)O	2	1	-2	1	i	-1	-16	1	-3.1	i
CCN(CC)S(=O)(=O)c1ccc(S(=O)(=O)N(Cc2ccccn2)Cc2ccco2)cc1	3	1	-4	1	i	-4	10	-4	-0.6	i
CC(C)NCC(O)COc1cccc2[nH]ccc12 (configuration not stated)	-3	0	-3	-8	i	1	.	3	-0.7	i
Cc1ccc(C#N)c(SCc2nnc(-c3ccc(Cl)cc3)o2)n1	8	2	-8	-3	.	-2	-5	2	0.7	i
CC(CC(=O)NCc1ccc(Cl)cc1)c1ccccc1 (configuration not stated)	-2	-2	-7	3	i	3	-4	3	-0.9	i
Cc1cc(Br)ccc1NC(=O)CNC(=O)CN(C)Cc1nc2ccccc2c(=O)[nH]1	1	2	2	3	i	0	-9	0	-0.4	i
COc1ccc2[nH]c3c(c2c1)CCN1C(=O)N([C@@H](C)C(=O)NCc2c(F)cccc2Cl)C(=O)[C@]31C	-11	2	7	0	i	1	-1	1	-1.0	i
COC(=O)Nc1nc(C)c(C(=O)N(C)C)s1	2	1	-4	1	i	1	-17	-3	-1.1	i
Cc1nc(N)nc(N)c1CCCc1ccc(Cl)c(Cl)c1	3	-1	-4	-3	i	0	-7	-2	64*	i
O=C(CCS(=O)(=O)c1ccccc1)NNC(=O)CSc1ccccc1F	2	4	-3	1	i	-3	-4	-1	-1.2	i
c1ccc(Cn2nnnc2C(c2ccccn2)N2CCOCC2)cc1 (configuration not stated)	9	2	0	5	i	-4	-2	-1	-1.3	i
CC1CC(C)CN(C(=O)COC(=O)CNS(=O)(=O)/C=C/c2ccccc2)C1 (configuration not stated)	-3	-3	1	-5	i	1	2	0	-0.4	i
Cc1ccc(N2CC(C(=O)Nc3ccc(C)c(S(=O)(=O)N(C)C)c3)CC2=O)cc1 (configuration not stated)	-2	4	-7	1	i	0	-8	-6	-0.5	i
Cc1ccc(N(C(=O)CNC(=O)c2ccco2)C(C(=O)NC2CCCCC2)c2cccnc2)cc1C (configuration not stated)	-2	0	1	4	i	-2	-5	-1	-1.2	i
CCOC(=O)Cn1nc(C)c(NC(=O)COc2ccccc2[N+](=O)[O-])c1C	0	-3	-1	-5	i	2	-1	-1	-0.6	i
CCCc1cc2c(=O)c(-c3ccc4c(c3)OCCO4)c(C)oc2cc1OS(C)(=O)=O	-11	-1	2	-4	i	2	-4	-6	4.3	i
CSc1ccccc1NC(=O)C1C2CCC(C2)C1C(=O)O (configuration not stated)	-2	1	0	0	i	1	-3	108	-0.3	i
ClCc1csc(-c2ccc(Cl)cc2)n1	8	-2	-8	-4	i	-1	-9	-7	-0.1	i

Compounds shown so far with a nitro group on carbon (4):
SMILES	DNMT1 block	Rin1-Abl PPI inh	NadD block	SUMO1 PPI mod	Neddyl block	STEP inh	Scp1 inh	CSN deneddyl inh	LMPTP block	Rpn11 block
O=C(CSc1ccsc1[N+](=O)[O-])NCCc1ccccc1	-3	-2	-5	-15	i	5	9	3	-0.8	i
Cn1c(=O)c([N+](=O)[O-])c(-n2ccnc2)c2ccccc21	4	0	0	5	i	7	0	2	-1.1	i
COCCn1c(=NC(=O)c2ccccc2[N+](=O)[O-])sc2cc(S(C)(=O)=O)ccc21	2	-3	-7	0	i	1	-2	-10	0.1	i
CCOC(=O)Cn1nc(C)c(NC(=O)COc2ccccc2[N+](=O)[O-])c1C	0	-3	-1	-5	i	2	-1	-1	-0.6	i

Some of these compounds in order of molecular weight, ascending:
SMILES	DNMT1 block	Rin1-Abl PPI inh	NadD block	SUMO1 PPI mod	Neddyl block	STEP inh	Scp1 inh	CSN deneddyl inh	LMPTP block	Rpn11 block
ClCc1csc(-c2ccc(Cl)cc2)n1	8	-2	-8	-4	i	-1	-9	-7	-0.1	i
O=C(CCS(=O)(=O)c1ccccc1)NNC(=O)CSc1ccccc1F	2	4	-3	1	i	-3	-4	-1	-1.2	i
COc1ccc2[nH]c3c(c2c1)CCN1C(=O)N([C@@H](C)C(=O)NCc2c(F)cccc2Cl)C(=O)[C@]31C	-11	2	7	0	i	1	-1	1	-1.0	i
